Screening results deposited in PubChem BioAssay by several laboratories.
NR2E3 ag-1 = inhibitors of NR2E3-RetCOR corepressor binding, primary screen, NR2E3 agonist project, biochemical, TR-FRET, GST-NR2E3, biotin-RetCOR; Photoreceptor-specific nuclear receptor (Homo sapiens), Q9Y5X4; 1536-well; inhibition of corepressor binding, % at 4.78 µM; 320,000 tested, 0.12% active; AID 2300, 2010;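 active = percent inhibition above the cutoff of mean plus 3 SD of all tested compounds, set per screening campaign, cut at about 20% in these data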;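 note: 0% = DMSO wells and 100% = biotin wells as full block of FRET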
Target sequence (Q9Y5X4 whole entry, looked up): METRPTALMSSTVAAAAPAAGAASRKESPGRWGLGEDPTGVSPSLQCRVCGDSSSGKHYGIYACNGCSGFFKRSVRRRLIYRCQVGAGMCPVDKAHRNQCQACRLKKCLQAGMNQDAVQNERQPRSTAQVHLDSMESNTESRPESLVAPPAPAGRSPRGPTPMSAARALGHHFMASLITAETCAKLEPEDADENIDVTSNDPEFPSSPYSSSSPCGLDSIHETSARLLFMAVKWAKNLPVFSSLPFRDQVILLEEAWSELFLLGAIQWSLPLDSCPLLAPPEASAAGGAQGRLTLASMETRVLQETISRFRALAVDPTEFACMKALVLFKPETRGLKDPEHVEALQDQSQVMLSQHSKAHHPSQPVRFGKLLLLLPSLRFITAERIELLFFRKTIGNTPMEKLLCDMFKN
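Assay system: NR2E3–RetCOR corepressor complex. Quantity: 1.35 nM GST-NR2E3. Buffer or medium: pH 7.5 Tris-based buffer. Reagent: biotinylated RetCOR corepressor at 7 nM final. Schedule: 5 h at 4 °C. Detection: TR-FRET, emission read at 617 and 671 nm. Replicates: one well per compound, singlicate testing.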
Shn3 3UTR inh = reduction of Shn3 3'UTR firefly luciferase signal, primary screen, Schnurri-3 inhibitor project, cell-based, Clone20 osteoblasts, set 2; Clone20 osteoblast Shn3 3'UTR firefly luciferase, 24 h; inhibition, % at 12.5 µM; 360,000 tested, 0.52% active; AID 588674, 2011;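 active = mean inhibition of at least 75% with every replicate also reaching 75%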;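 note: 0% = median of neutral control wells and 100% = pilot-screen positive control compound; some compounds past the cut are filed as inactive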
CF NFkB block = inhibitors of PAF-induced NF-kB signaling, primary screen, cell-based, GFP fluorescence, uHTS; KKLEB NF-kB-GFP reporter, GFP fluorescence overnight; inhibition, % at 5 µM; 360,000 tested, 0.86% active; AID 588850, 2011;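 active = at least 50% inhibition at 5 µM, scaled per plate between neutral and stimulator controls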;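 note: PAF is a Pseudomonas aeruginosa culture filtrate used as stimulus; plate controls were PAF-stimulated DMSO wells for no effect and unstimulated DMSO wells for full effect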
TRPM1 prom inh = inhibitors of MITF-dependent TRPM1 promoter reporter, primary screen, cell-based, SK-MEL-5, single point, luciferase; inhibition, % at 12.5 µM; SK-MEL-5 TRPM1 promoter luciferase, 24 h; 330,000 tested, 0.83% active;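 active = mean inhibition across replicates of 60% or more, whatever share of single replicates reaches that level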; note: values of inactives mirror those of a sister screen read the other way
iPSC survival up = enhancers of single-cell hiPSC survival, primary screen, ATPlite luminescence; 100% = ROCK inhibitor wells, 0% = DMSO; AID 602274, 2012; survival enhancement, % at 20 µM; 360,000 tested, 0.044% active; in the data active = survival enhancement above about 18%;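 note: cells exposed to compounds for 16 hours before the ATP read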
HIF-2a block = HIF-2a reporter inhibitors, primary screen, luminescence, 786-0 RCC cells. AID 624352, 2012. 786-0 RCC cells HIF-2a reporter, luciferase luminescence, overnight. inhibition, % at 18.8 µM. 360,000 tested, 0.72% active;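 active = inhibition of the luminescence signal of 40% or more relative to plate controls, in a single-dose primary screen at 18.75 µM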
NR2E3 ag-2 = NR2E3 agonists in two-hybrid cells, primary screen, cell-based, luminescence, CHO-S, Gal4-NCOR/VP16-NR2E3 | Photoreceptor-specific nuclear receptor (Homo sapiens), Q9Y5X4 | luciferase | inhibition of corepressor binding, % at 3.98 µM | 360,000 tested, 0.35% active | AID 602229, 2012;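 active = inhibition above the mean of all tested compounds plus 3 SD, cut at about 70% in these data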;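 note: 0% = DMSO with NR2E3 transfected cells and 100% = cells lacking NR2E3 construct; higher means lower luciferase signal from less NR2E3 corepressor binding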
EBV LMP1 NFkB = EBV LMP1-driven NF-kappaB luciferase reporter inhibitors, primary screen, cell-based, luminescence, single point. LMP1-induced NF-kappaB luciferase reporter cells. 350,000 tested, 0.69% active. inhibition, % at 12.5 µM. AID 504558, 2011; in the data active = inhibition above about 41%;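 note: 0% = neutral control wells and 100% = reference inhibitor control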
Peg3 prom inh = Peg3 promoter-driven luciferase inhibitors, primary screen, cell-based, HeLa, luciferase luminescence; 360,000 tested, 1.7% active; inhibition, % at 20 µM; HeLa PEG-Prom luciferase reporter, overnight;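 active = inhibition of at least 50% at 20 µM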
C8 TRAIL sens = viability loss with TRAIL in NB7+C8 cells, primary screen, TRAIL sensitizer project, cell-based, ATPlite luminescence. inhibition (viability loss, TRAIL sensitization), % at 10 µM. 360,000 tested, 1% active;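 active = compounds causing at least 50% loss of cell viability in the single-dose screen, relative to plate controls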
KKLEB tox = cytotoxicity in KKLEB CF airway cells, primary screen, cytotoxicity control for CF NF-kB inhibitor project, cell-based, uHTS, fluorescence assay plates. AID 602141, 2011. 360,000 tested, 0.36% active. KKLEB CF airway cells viability, ATPlite luminescence, overnight; stronger effect = lower value; cells stimulated with P. aeruginosa culture filtrate. activity change (cytotoxicity), % at 5 µM;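 active = corrected activity change at or below -50% at 5 µM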
Numbers without * were called inactive; · = not tested or not shown; & = joins results of further samples; ! = not confirmed by another sample. Only part of the results is shown; rates above refer to the full screens.

SMILES	NR2E3 ag-1	Shn3 3UTR inh	CF NFkB block	TRPM1 prom inh	iPSC survival up	HIF-2a block	NR2E3 ag-2	EBV LMP1 NFkB	Peg3 prom inh	C8 TRAIL sens	KKLEB tox
Cc1ccc(CSc2nnc(-c3ccncc3)n2C)cc1	0	3	-1	-14	6.1	-6	4	-20	2	-10	-5
COc1cc(C2c3c(c(C)c(C)oc3=O)Oc3c(C)c(C)oc(=O)c32)ccc1OS(=O)(=O)c1ccc(C)cc1	0	24	-6	-1	-2.7	29	19	11	21	-10	0
Cc1c(Cl)cccc1NC(=O)Cn1c(-c2ccc(F)cc2)noc1=O	2	18	1	·	-0.9	4	2	0	18	-5	-4
O=S(=O)(NCc1cccs1)c1cccc2cccnc12	6	-9	3	4	-4.5	23	14	7	12	-14	5
Cc1c(Cl)cccc1NC(=O)C(=O)NNC(=O)c1ccccc1F	-4	-11	-8	-14	-0.2	-21	-6	2	-32	15	-1
O=C(N/N=C/c1cc(Cl)cc(Cl)c1O)c1ccncc1	-3	42	1	64*	-0.3	21	13	-4	43	19	2
Cc1ccc2oc(=O)c(/C=C(\O)CC(C)C)nc2c1	-3	20	13	10	0.6	-4	6	-8	6	-8	-16
Cc1[nH]c(=S)c(C#N)c(C)c1Cc1ccc(Cl)cc1Cl	0	-37	-3	8	1.0	16	7	-12	10	6	6
O=C(NCc1ccccn1)Nc1ccc(Cl)cc1Cl	2	-79	-1	-46	0.1	-212	-59	-22	-184	2	5
Cc1cc(C)cc(NS(=O)(=O)c2cnc(Cl)c(Cl)c2)c1	6	2	-24	3	-2.8	-9	8	-4	1	-20	0
CC(C)(C)c1ccc(/C=C2\SC(=O)N=C2N)cc1	1	-1	27	-18	-0.9	-47	-23	-18	-22	10	-17
CCOc1ccc(N(CC(=O)NCCSCc2ccccc2)S(=O)(=O)c2ccccc2)cc1	6	14	2	18	0.1	21	1	-3	24	-1	-7
CC1CCc2sc(C(=O)OCC(=O)NCc3ccc(F)cc3)cc2C1 (configuration not stated)	4	5	37	-8	2.0	1	-20	-2	11	-11	-16
COc1ccc(-c2sc3cc4c(cc3c2C#CC2(O)CCCCC2)OCO4)cc1	2	-22	19	-7	1.3	2	9	-16	-23	5	-11
CCOC(=S)NC(=O)c1sc2ccccc2c1Cl	3	-13	11	-6	-0.2	-26	-12	-5	5	-2	7

Two compounds from above, limited to TRPM1 prom inh and iPSC survival up:
SMILES | TRPM1 prom inh | iPSC survival up
Cc1cc(C)cc(NS(=O)(=O)c2cnc(Cl)c(Cl)c2)c1 | 3 | -2.8
CC(C)(C)c1ccc(/C=C2\SC(=O)N=C2N)cc1 | -18 | -0.9

The list continues:
SMILES	NR2E3 ag-1	Shn3 3UTR inh	CF NFkB block	TRPM1 prom inh	iPSC survival up	HIF-2a block	NR2E3 ag-2	EBV LMP1 NFkB	Peg3 prom inh	C8 TRAIL sens	KKLEB tox
Cc1ccc(-c2n[nH]c(=S)n2/N=C/c2ccncc2)cc1	4	15	56*	-1	3.0	17	-30	6	-6	-2	-17
O=C(CCC(=O)N1CCCCCC1)Nc1ccc([N+](=O)[O-])cc1	2	-2	3	5	-0.6	-13	0	-5	-7	8	0
OC1C(O)C(O)C(O)C(O)C1O (configuration not stated)	-6&1&-1	4&-5&-15	-8&6&-10	9&-12&7	-1.0&0.3&2.4	4&3&-1	18&-35&-37	91*!	-2&-20&-10	-6&-7&-9	2&5&7
CC(C)C(c1nnnn1C(C)(C)C)N1CCN(Cc2cccnc2)CC1 (configuration not stated)	1	12	-11	10	0.0	9	-4	6	1	-2	10
Nc1ccc(C(=O)Nc2ccc(OC(F)(F)C(F)F)c(NC(=O)c3ccc(N)cc3)c2)cc1	0	-5	-7	-8	3.5	-60	-8	-12	-40	-5	0
COC(C(=O)Nc1ccnn1C1CCN(Cc2cccc(C)n2)CC1)c1ccccc1 (configuration not stated)	1	-4	-29	13	-0.1	10	27	·	8	-1	-1
Cc1ccc(C(=O)NC(Cc2c[nH]c3ccccc23)C(=O)O)cc1 (configuration not stated)	-3	-18	0	8	-0.7	7	1	-6	-30	-14	10
O=C(CN(Cc1ccco1)C(=O)c1ccccc1F)Nc1ccccc1C(F)(F)F	1	5	0	-10	-0.5	-7	-4	-3	13	-18	9
Cc1ccc(-c2noc(C3CCCN(C(=O)c4ccccc4Br)C3)n2)o1 (configuration not stated)	1	9	-15	-69	0.0	-135	-96	-23	-113	-13	12
CCOc1cccc(C(=O)Nc2cnn(Cc3ccccc3)c2)c1	1	8	7	-6	-0.3	-50	-30	-2	-40	-4	5
CC(=O)C1=C(C)NC(SCc2ccc(C#N)cc2)=C(C#N)C1c1ccco1 (configuration not stated)	-2	-17	19	5	1.5	8	-24	-3	30	6	-7
CCN(c1ccc(Cl)cc1)S(=O)(=O)c1nnc(NC(=O)C(C)C)s1	·	-4	-1	2	-0.2	14	-3	-4	15	-6	0
C[C@H](NC(=O)c1ccco1)C(=O)NC1CCCCCC1	5	7	10	3	-0.7	2	-11	-2	-6	-2	2
CC(C)(C)C1CCC(=NNC(=O)c2cc3c(s2)CCCC3)CC1 (configuration not stated)	0	-4	2	-8	-0.5	2	-70	4	-14	-12	-2
CSc1ccc(C(=O)C2CCCN(S(=O)(=O)N(C)C)C2)cc1 (configuration not stated)	1	4	-5	-19	0.6	2	-8	3	5	1	1
CN1CCCN(C(=O)CNC(=O)c2ccccc2F)CC1	·	-3	11	-22	1.0	-57	4	-2	-65	9	0
Cc1ccc(S(=O)(=O)N2CC(O)CC2C(=O)NCc2ccc3c(c2)OCO3)cc1 (configuration not stated)	-3	24	1	-6	0.1	11	-4	-1	5	-4	7
CCOc1ccccc1-c1cnc(NC)cn1	·	2	7	·	0.7	-16	0	·	-17	-6	0
Cc1cccc(C(=O)O/N=C/c2ccc(Br)cc2)c1	2	-14	5	-27	0.6	-30	-8	4	-71	1	5
CC(=O)c1ccc(NC(=S)NC(NC(=O)c2ccco2)C(Cl)(Cl)Cl)cc1 (configuration not stated)	-3	-15	14	-10	0.0	12	-38	-5	9	-10	0
CN(CCc1ccccc1)C(=O)c1cccc(NC(=O)Cc2cccc(NC(=O)C3CCCN(C(=O)C4CCCCC4)C3)c2)c1 (configuration not stated)	·	11	-10	5	-2.0	-2	-5	2	6	5	11
COc1ccc(NC2C=CS(=O)(=O)C2)c(OC)c1 (configuration not stated)	-4	-12	9	1	-2.1	3	18	-3	19	23	5
C=C(C)CSc1nc2sc3c(c2c(=O)n1-c1ccccc1)CCN(C)C3	-2	-14	4	1	0.6	-19	-20	-12	3	-3	10
Cc1cc([N+](=O)[O-])ccc1NC(=O)CCC(=O)N1CCCCC1	3	-6	-17	-5	-0.5	9	2	2	5	-1	-13
CCN(CC)CCNC(=O)c1ccc(Cl)c(S(=O)(=O)Nc2ccc(Cl)cc2)c1	1	4&3	-14&3	4&-9	2.7&0.6	7&14	-35&5	3&6	-6&-5	-6&-2	0&5
CCN(CC)C(=O)C1CCN(S(=O)(=O)c2cccc3nonc23)CC1	-1	-20	-2	6	5.6	7	5	0	3	9	-3
O=C(CN1CCN(c2ccc(F)cc2)CC1)Nc1ccc2c(c1)OCCO2	3	-1	-10	4	-0.3	9	5	1	24	-5	-3
Cc1ccc2nc(NC(=O)C3CCN(c4ncnc5sc(C)c(C)c45)CC3)sc2c1	2	10	7	29	-0.3	-36	-40	16	-35	18	-2
O=C1CC(=O)C(n2cncn2)C(c2cccc(Cl)c2)C1 (configuration not stated)	0	10	-12	-7	1.5	12	-9	-1	15	-3	4
COc1ccc2c(c1)CCc1c(C(=O)NCC(C)C)noc1-2	3	-49	-5	-114	-0.5	-292	-84	-1	-394	-7	-12
CNC(=S)NNC(=O)c1sc2cc(C(F)(F)F)cnc2c1-c1cccnc1	-4	8	5	-2	1.3	9	-3	1	13	-1	4
COc1ccc(C2CC(c3ccccc3)=NN2c2ccc(S(N)(=O)=O)cc2)cc1 (configuration not stated)	5	-1	0	-13	0.9	-27	-2	8	5	2	27
O=C(NC(=S)N1CCN(C/C=C/c2ccccc2)CC1)c1ccc(F)cc1	0	-12	-21	1	-0.2	14	-19	6	14	3	1
O=C(Nc1ccc(NC(=O)c2ccc3c(c2)OCCO3)cc1)c1ccccc1	4	3	5	0	0.0	-33	-18	19	100*	32	-4
COc1cc2c(cc1OC)CN(CC(=O)Nc1ccccc1C(=O)NC1CC1)CC2	0	-25	6	·	-0.3	11	3	-6	1	-5	9
Cc1ccc(NC(=O)CN2C(=O)CC(C)S(=O)(=O)c3ccccc32)cc1 (configuration not stated)	-6	6	-24	-9	-0.5	2	-11	-8	3	0	3
CC1(c2ccccc2Cl)NC(=O)N(CC(=O)Nc2ccc3c(c2)OCO3)C1=O (configuration not stated)	-1	-12	-1	-3	-0.6	14	13	-1	-2	-5	8
CN1C(=O)N(CN2CCCCC2)C2C1N(C)C(=O)N2CN1CCCCC1 (configuration not stated)	-2	-7	5	-4	7.3	-11	-6	-1	-10	-3	-11
CCCCC(=O)NS(=O)(=O)c1ccc(N=NN2CCCCC2)cc1	-3	14	11	0	4.5	-5	-25	6	-12	-7	2
O=C(O)c1ccc(Oc2ccc(S(=O)(=O)c3ccc(C(=O)O)c(C(=O)O)c3)cc2)cc1	·	31	24	-1	0.2	15	0	-10	-2	-14	-8
COc1ccc(Cl)cc1C(=O)N1CCN(Cc2ccc3c(c2)OCO3)CC1	-3	24	-6	-3	-0.6	18	29	9	23	-21	8
Cc1ccc(NC(=O)CN2C(=O)S/C(=C\c3cccn3C)C2=O)cc1	0	10	4	-6	-0.6	2	-4	3	9	-8	1
COc1ccc(C(C)=O)cc1COC(=O)CSC(C)C(=O)Nc1cc(C)on1 (configuration not stated)	1	9	-9	-4	-0.4	6	-12	5	-3	7	6
COc1ccc(NS(=O)(=O)c2ccc(NS(=O)(=O)c3ccc(SC)cc3)cc2)c(OC)c1	-1	9	6	5	0.4	19	17	-9	30	-24	5
COc1ccc(-n2nc3c(c2NC(=O)COc2ccccc2)CS(=O)(=O)C3)cc1	1	-19	-25	0	0.4	22	12	-1	14	-4	11
O=S(=O)(Cc1ccc(Cl)cc1)c1ccccc1-c1nnc(-c2ccccc2)o1	-3	18	-14	8	1.6	15	-21	0	13	10	2
